Screening data: PubChem, several laboratories
Salmonella PhoP GFP: inhibitors of PhoP regulon expression, primary screen, Salmonella Typhimurium, GFP reporter (AID 1863); inhibition, % at 50 µM, or IC50 in µM where a hit was titrated; S. Typhimurium PhoP-regulated promoter GFP reporter, 4 h; higher % means a stronger effect; hit rate 0.16% among 300,000;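 active = inhibition over 29.93%, a cutoff 3 SD above the screen mean, later confirmed by dose response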;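 also: 0% = low Mg2+ inducing control and 100% = high Mg2+ repressing control; strong numbers were not always called active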
Lipid droplet: hepatic lipid droplet formation modulation | AID 1656 | inhibition, % at 6.5 µM | AML12 mouse hepatocytes, oleate lipid droplets, BODIPY imaging | hit rate 0.4% among 240,000;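 active = lipid droplet intensity inhibited by at least 50%, with more than 500 cells counted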
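Material: mouse AML12 hepatocyte cell line, fixed after treatment; Timing: compound with oleate, overnight; Technique: high-content imaging of BODIPY-stained droplets and DAPI nuclei; Probe or stimulus: oleate, 100 µM final; Dosing: compound at 6.5 µM only.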
CSM14.1 death rescue: rescue of cells from ER stress-induced death, primary screen, 384-well, CSM14.1, thapsigargin, ATP luminescence (AID 1222); 190,000 tested, under 10 active; cellular ATP content (survival), % at 20 µM, or EC50 in µM where a hit was titrated; CSM14.1 thapsigargin-induced death rescue, ATP luminescence; higher % means a stronger effect;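 active = EC50 below 50 µM in the dose-response confirmation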;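 also: death triggered by thapsigargin at about 15 µM added after 2 h compound pretreatment; cell ATP read after overnight thapsigargin exposure of roughly 18 to 22 hours; normalized against plate controls of thapsigargin alone and 5% DMSO vehicle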
Dynein cargo inh: dynein cargo transport inhibition | 3617.4 mouse cells, GR-EGFP nuclear translocation imaging; test concentration mostly 20 µM; stimulated with dexamethasone, 1 µM; stronger effect = lower value | hit rate 0.47% among 220,000 | z-score, hits read low | AID 1381;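 active = plate z-score of nuclear minus cytoplasmic receptor signal below a set negative limit, without overly bright fluorescence or cell loss, cut at about -3.5 in these data, passing the limit was not always enough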;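 also: z-score of nuclear minus cytoplasmic ring GR-EGFP intensity difference per well; some compounds called inactive have numbers as strong as hits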
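Buffer or medium: Induction medium lacking tetracycline, stripped serum | Also added: Dexamethasone agonist, 1.0 µM final, for 30 min | Timing: 48 h induction, 1 h compound, 30 min dex at 37 °C | Detection: Formaldehyde fixation, Hoechst nuclear stain, 10x automated fluorescence imaging | Measure: Nuclear versus cytoplasmic GR-EGFP signal, averaged per well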
Insulin prom up: MIN6 insulin promoter up-regulation. MIN6 insulin promoter-GFP reporter, high-content imaging; stronger effect = higher value. z-score at 5 µM. hit rate 0.3% among 190,000;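 active = z-score above 3 at 5 µM with at least 500 cells counted in the well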
T cell modulator: T cell immune modulators affecting CD8 T cell-vesicle binding; 2C CD8+ T cell-vesicle binding, flow cytometry; stronger effect = lower value; calls only at 7 µM; hit rate 0.068% among 330,000; AID 2052;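 active = response, share of CD8 T cells binding vesicles, and their 90th percentile fluorescence all below set limits, cut at about 80% in these data, passing the limit was not always enough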
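Material: 2C TCR transgenic mouse naive CD8+ T cells, MACS-purified. Also added: QL9-charged Drosophila Ld/ICAM-1/B7-1 vesicles. Timing: binding 1.5 h at 37 °C. Measured by: high-throughput flow cytometry with anti-B7-1 and anti-CD8 staining. Read-out: percent CD8+ FL2 mean versus row control. Controls: Unloaded micro-vesicles (low), QL9 vesicles with 0.7% DMSO (high).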
b-catenin transl: alters nuclear translocation of beta-catenin in HeLa cells; immunofluorescence imaging; nuclear translocation activity, % at 5 µM; hit rate 0.3% among 190,000; AID 1665;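 active = nuclear translocation activity above 50% at 5 µM, with a well cell count of 50 or more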;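 also: per-cell ratio of nuclear to cytoplasmic median beta-catenin stain intensity; plate controls were DMSO negative control for no effect and GSK-3 inhibitor IX positive control for full effect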
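Read-out: Nuclear/cytoplasmic beta-catenin signal ratio, % activation | Assay system: Human HeLa cell line | Times: 24 h compound exposure at 37°C, 5% CO2 | Signal: Fluorescence imaging of beta-catenin antibody stain plus DAPI | Dosing: 5 µM primary, 0.02–20 µM confirmation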
Autophagy HCS: autophagy modulation, high-content screen; calls only at 10 µM (by protocol); MEF GFP-LC3 puncta imaging; test concentration mostly 10 µM; hit rate 0.98% among 190,000;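 active = percentage of spot-positive cells more than 3 SD above its plate mean, without a fluorescence outlier flag or 80% toxicity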;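 also: spot-positive cell cutoff set from DMSO-treated cells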
MT stabilize HCS: stabilizes microtubules in HeLa cells; % tubulin-high responders, % at 10 µM; HeLa tubulin immunostaining HCS, 24 h; share of cells brighter than vehicle mean+2SD; hit rate 0.83% among 200,000;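 active = plate Z-score above 3 for both tubulin-high and condensed-nucleus cell shares, with cell loss under 80%, at 10 µM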;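 also: anti alpha tubulin signal scored within the nucleus-defined area of each cell; some results filed as inactive read as strong as hits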
Dynein cargo inh cytoplasmic EGFP: also measured in Dynein cargo inh; calls as there; z-score; measured here: cytoplasmic GR-EGFP intensity; stronger effect = higher value
Dynein cargo inh nuclear GR-EGFP: second read-out of Dynein cargo inh, no call of its own (marks repeat the call); z-score; measured here: nuclear GR-EGFP intensity;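 lower value marks the stronger effect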
Dynein cargo inh cell count: second read-out of Dynein cargo inh, no call of its own (marks repeat the call); z-score; measured here: cell count per field
Insulin prom up cell count: second read-out of Insulin prom up, no call of its own (marks repeat the call); cell count; measured here: cytotoxicity, nuclei count;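 total cells summed across four imaged fields per well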
Lipid droplet cells 6.5 µM: further read-out of Lipid droplet, marked with its call; cell count; measured here: cell count, cytotoxicity flag;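 cells counted across two imaged fields per well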
b-catenin transl cell count 5 µM: second read-out of b-catenin transl, no call of its own (marks repeat the call); cell count; measured here: cell count, cytotoxicity flag
T cell modulator vesicle-bound %: recorded beside T cell modulator, whose call it bears; double positive events, %; measured here: CD8+ vesicle-bound cell fraction;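 binding gate set so that unloaded-vesicle control wells show 10% double positive cells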
MT stabilize HCS Hoechst-high %: second read-out of MT stabilize HCS, no call of its own (marks repeat the call); % Hoechst-high responders; measured here: nuclear condensation Hoechst responders;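 share of cells brighter than vehicle mean plus two SD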
MT stabilize HCS cytotoxicity %: further read-out of MT stabilize HCS, marked with its call; toxicity, %; measured here: cytotoxicity by cell density;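 0% = mean cell density of plate MIN control wells and 100% = no cells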
Autophagy HCS cell loss 18 h: also measured in Autophagy HCS; calls as there; toxicity, %; measured here: cell loss, nuclei count;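 cell loss after 18 h compound exposure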
Numbers without * were called inactive; i = inactive; x = not tested or not shown.

Screens in order – Salmonella PhoP GFP, Lipid droplet, Lipid droplet cells 6.5 µM, CSM14.1 death rescue, Dynein cargo inh, Dynein cargo inh cytoplasmic EGFP, Dynein cargo inh nuclear GR-EGFP, Dynein cargo inh cell count, Insulin prom up, Insulin prom up cell count, T cell modulator, T cell modulator vesicle-bound %, b-catenin transl, b-catenin transl cell count 5 µM, Autophagy HCS, Autophagy HCS cell loss 18 h, MT stabilize HCS, MT stabilize HCS Hoechst-high %, MT stabilize HCS cytotoxicity %
O=C(COc1ccccc1)N1CCN(C/C=C/c2ccccc2)CC1
 : 9%, -12, 705, -2.6%, 1.5, 0.39, 0.98, -0.65, -0.96, 1332, i, 6, -0.7, 1234, i, 5, 2.5, 3.0, 5.4
COc1ccc(-n2c(Cc3ccccc3)nc3ccccc3c2=O)cc1
 : x, -5, 717, 1.1%, 0.4, -0.22, 0.83, -0.3, -0.38, 1470, i, 64, 0.3, 1521, i, 19, 1.4, 1.3, 3.4
CCCC12CN3CCN(C1)CC(CCC)(C3)C2=O
 : -6%, 10, 720, x, -0.052, -0.27, -0.13, 0.76, -0.15, 1364, i, 35, -0.8, 1206, x, x, x, x, x
CCC(=NCc1ccco1)c1c(O)n(-c2ccc(OC)cc2)c(=O)[nH]c1=O
 : 14%, 8, 700, 1.7%, -0.67, -0.15, -0.32, 0.39, 0.82, 828, i, 40, -5.1, 1131, i, 49, 1.8, 2.7, 13
Nc1ccc(Br)cc1C(=O)c1ccccc1
 : 1%, -24, 709, 0.2%, 0.4, -0.2, 0.31, -0.048, -0.39, 1199, i, 51, 0.7, 1070, i, 14, 3.3, 2.5, 9.4
Oc1ccc(Br)cc1CN1CCN(c2ccccc2)CC1
 : -6%, 8, 824, -0.6%, 0.29, -0.28, 0.19, -0.77, 0.4, 1203, i, 44, -4.4, 1208, i, 22, 5.0, 3.1, 5.8
COc1ccc(-n2c(-c3ccc(C)cc3)nc3ccccc3c2=O)cc1
 : 1%, -15, 633, x, 0.29, -0.15, -0.1, -0.11, 0.26, 1449, i, 29, -1.6, 988, x, x, x, x, x
O=C1NC(=O)C2(Cc3ccccc3N3CCCC32)C(=O)N1c1cccc(Cl)c1 (configuration not stated)
 : 0%, x, x, -1.8%, 0.63, -0.15, 0.62, -0.23, 0.98, 1269, i, 45, -2.1, 895, i, 5, 6.2, 1.7, 7.0
C#CCN1C(=O)C2(C(C#N)=C(N)OC(C)=C2C(=O)OCc2ccccc2)c2ccccc21 (configuration not stated)
 : -1%, x, x, -2.3%, -0.35, -0.024, 0.087, -0.06, 0.44, 1313, i, 26, 2.2, 1441, i, -2, 7.2, 1.8, 9.1
O=S(=O)(c1ccc(Cl)cc1)N1CN2CCN(C2)C1
 : 3%, -17, 800, -2.4%, -0.11, -0.4, 0.2, 0.35, 0.74, 1189, i, 59, 0.9, 857, i, -14, 4.5, 1.8, 7.7
Fc1ccccc1CCNCc1cccc(Cl)c1Cl
 : 36%, x, x, -0.3%, -1, -0.057, -0.21, 0.27, x, x, i, 66, x, x, i, -23, 2.4, 1.8, 4.4
N#CC(c1ccccc1)N1CCOCC1 (configuration not stated)
 : 5%, 10, 779, x, 0.14, -0.29, -0.027, 0.42, 0.02, 1438, i, 53, -1.1, 1109, x, x, x, x, x
CN(C)c1cc(N)c2c(n1)CCC2 (tested in a mixture with another compound)
 : -10%, -14, 681, -2.8%, 1.5, -0.0079, 1.3, -0.73, x, x, i, 18, -0.1, 1057, i, 4, 2.0, 0.1, 46
O=C1/C(=C\c2ccc3c(c2)OCO3)N2CCC1CC2
 : 3%, x, x, -2.0%, -1.4, -0.18, -0.11, 1, 0.28, 1560, i, 37, 1.9, 1458, i, -8, 1.8, 1.7, 9.8
COc1ccc(-n2c(-c3ccccc3)nc3ccccc3c2=O)cc1
 : -11%, 8, 627, x, -0.64, -0.21, 0.5, 0.49, -0.28, 953, i, 37, 1.3, 1358, x, x, x, x, x
O=c1[nH]c(=S)[nH]c(O)c1N=Nc1ccc2c(c1)OCO2
 : 2%, 10, 693, -0.5%, 1.1, -0.22, 1.4, -1.1, 0.34, 1261, i, 7, 0.9, 1069, i, -6, 3.5, 1.7, 6.5

As entered above.
O=C(COc1ccccc1)N1CCN(C/C=C/c2ccccc2)CC1 in Lipid droplet has -12
COc1ccc(-n2c(-c3ccccc3)nc3ccccc3c2=O)cc1 in Lipid droplet cells 6.5 µM has 627
CCCC12CN3CCN(C1)CC(CCC)(C3)C2=O in Dynein cargo inh cytoplasmic EGFP has -0.27
O=S(=O)(c1ccc(Cl)cc1)N1CN2CCN(C2)C1 in Dynein cargo inh nuclear GR-EGFP has 0.2
C#CCN1C(=O)C2(C(C#N)=C(N)OC(C)=C2C(=O)OCc2ccccc2)c2ccccc21 (configuration not stated) in MT stabilize HCS has 7.2

Single records (already shown).
O=C(COc1ccccc1)N1CCN(C/C=C/c2ccccc2)CC1 in the list: Salmonella PhoP GFP: 9%; Lipid droplet: -12; Lipid droplet cells 6.5 µM: 705; CSM14.1 death rescue: -2.6%; Dynein cargo inh: 1.5; Dynein cargo inh cytoplasmic EGFP: 0.39; Dynein cargo inh nuclear GR-EGFP: 0.98; Dynein cargo inh cell count: -0.65; Insulin prom up: -0.96; Insulin prom up cell count: 1332; T cell modulator: i; T cell modulator vesicle-bound %: 6; b-catenin transl: -0.7; b-catenin transl cell count 5 µM: 1234; Autophagy HCS: i; Autophagy HCS cell loss 18 h: 5; MT stabilize HCS: 2.5; MT stabilize HCS Hoechst-high %: 3.0; MT stabilize HCS cytotoxicity %: 5.4
C#CCN1C(=O)C2(C(C#N)=C(N)OC(C)=C2C(=O)OCc2ccccc2)c2ccccc21 (configuration not stated) in the list: Salmonella PhoP GFP: -1%; Lipid droplet: x; Lipid droplet cells 6.5 µM: x; CSM14.1 death rescue: -2.3%; Dynein cargo inh: -0.35; Dynein cargo inh cytoplasmic EGFP: -0.024; Dynein cargo inh nuclear GR-EGFP: 0.087; Dynein cargo inh cell count: -0.06; Insulin prom up: 0.44; Insulin prom up cell count: 1313; T cell modulator: i; T cell modulator vesicle-bound %: 26; b-catenin transl: 2.2; b-catenin transl cell count 5 µM: 1441; Autophagy HCS: i; Autophagy HCS cell loss 18 h: -2; MT stabilize HCS: 7.2; MT stabilize HCS Hoechst-high %: 1.8; MT stabilize HCS cytotoxicity %: 9.1

An excerpt (hit frequency here may not be typical).
